PAFAH1B2 FP inh = PAFAH1B2 enzyme inhibitors, primary screen, biochemical, fluorescence polarization, human; recombinant PAFAH1B2, FP-rhodamine activity probe; inhibition, % at 3.39 µM; actives 1.2% (n = 340,000); AID 492953, 2010;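 active means inhibition above the mean of all tested compounds plus 3 SD, cut at about 24% in these data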;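 further: 0% = enzyme with DMSO and 100% = wells lacking PAFAH1B2; many of its hits are not listed in these tables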
Target sequence (P68402 whole entry, looked up): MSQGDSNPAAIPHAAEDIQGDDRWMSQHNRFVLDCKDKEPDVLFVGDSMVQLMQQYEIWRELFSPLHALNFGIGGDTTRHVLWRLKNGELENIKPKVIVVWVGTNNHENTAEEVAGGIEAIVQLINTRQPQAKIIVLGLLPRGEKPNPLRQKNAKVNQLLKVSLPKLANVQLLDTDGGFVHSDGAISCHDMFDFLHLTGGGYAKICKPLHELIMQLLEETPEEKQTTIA
PAFAH2 inh = PAFAH2 enzyme inhibitors, primary screen, biochemical, fluorescence polarization, human. Platelet-activating factor acetylhydrolase 2, cytoplasmic (Homo sapiens), Q99487. recombinant PAFAH2, FP-rhodamine activity probe. actives 0.99% (n = 340,000). AID 492956, 2010. inhibition, % at 3.39 µM;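 active means inhibition above the mean over all tested compounds plus 3 SD, cut at about 30% in these data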;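 further: inhibitors block probe labeling of enzyme so polarization drops; 0% = enzyme with DMSO and 100% = wells lacking PAFAH2 protein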
PREPL inhibitor = PREPL enzyme inhibitors, primary screen, biochemical, fluorescence polarization. inhibition, % at 5.96 µM. recombinant PREPL, fluorescence polarization activity-based probe. actives 0.68% (n = 320,000); in the data active means inhibition above about 43%;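 further: 0% = enzyme with DMSO and 100% = wells lacking enzyme; many of its hits are not listed in these tables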
pPAFAH FP inh = pPAFAH enzyme inhibitors, primary screen, biochemical, fluorescence polarization, human | actives 1.5% (n = 330,000) | recombinant pPAFAH, FP-rhodamine probe fluorescence polarization | AID 463082, 2010 | Platelet-activating factor acetylhydrolase (Homo sapiens), Q13093 | inhibition, % at 3.39 µM;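 active means inhibition above the mean inhibition across the screen plus 3 SD, cut at about 25% in these data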;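 further: inhibitors block binding of the rhodamine activity-based probe so polarization drops; 0% = enzyme with DMSO and 100% = wells lacking pPAFAH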
LYPLA1 counter = LYPLA1 inhibitors, primary screen, counter-screen for PME1 inhibitor project, biochemical, fluorescence polarization, FP-Rh probe ABPP. Acyl-protein thioesterase 1 (Homo sapiens), O75608. recombinant LYPLA1. inhibition, % at 5.9 µM. actives 0.16% (n = 320,000). AID 2174, 2009;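 active means inhibition above the mean of all tested compounds plus 3 SD, set per campaign, cut at about 14% in these data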;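 further: inhibitors block serine hydrolase probe labeling of LYPLA1 so polarization falls; 0% = enzyme with DMSO and 100% = wells lacking LYPLA1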
LYPLA2 inh = LYPLA2 inhibitors, primary screen, counter-screen for PME1 inhibitor project, biochemical, fluorescence polarization, FP-Rh probe ABPP. Acyl-protein thioesterase 2 (Homo sapiens), O95372. recombinant LYPLA2. inhibition, % at 5.9 µM. actives 0.38% (n = 320,000). AID 2177, 2009;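 active means inhibition above the screen-wide mean plus 3 SD, limit set per campaign, cut at about 26% in these data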;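 further: 0% = LYPLA2 with DMSO and 100% = wells lacking LYPLA2 enzyme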
Target sequence (O95372 whole entry, looked up): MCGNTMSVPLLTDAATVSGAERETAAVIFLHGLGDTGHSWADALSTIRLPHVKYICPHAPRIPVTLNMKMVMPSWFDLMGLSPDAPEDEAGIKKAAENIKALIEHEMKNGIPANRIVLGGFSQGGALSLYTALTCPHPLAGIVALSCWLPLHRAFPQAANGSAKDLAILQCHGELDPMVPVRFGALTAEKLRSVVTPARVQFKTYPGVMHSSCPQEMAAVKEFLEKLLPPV
ZTA DNA inh = counter-screen for EBNA-1 inhibitors: inhibitors of Epstein-Barr virus ZTA. actives 0.15% (n = 320,000). AID 2234. P03206. ZTA-DNA binding, fluorescence polarization. inhibition, % at 11 µM; in the data active means inhibition above about 33%
Target sequence (P03206 whole entry, looked up): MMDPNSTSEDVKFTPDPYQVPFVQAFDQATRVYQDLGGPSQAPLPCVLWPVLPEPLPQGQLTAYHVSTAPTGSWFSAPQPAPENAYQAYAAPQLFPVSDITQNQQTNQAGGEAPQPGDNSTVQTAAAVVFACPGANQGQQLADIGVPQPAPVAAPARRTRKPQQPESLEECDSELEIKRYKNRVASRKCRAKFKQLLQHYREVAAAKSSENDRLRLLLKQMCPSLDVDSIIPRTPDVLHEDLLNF
EBNA-1 inhibitor = EBNA-1 DNA-binding inhibitors, primary screen, biochemical, fluorescence polarization; actives 0.34% (n = 300,000); inhibition, % at 14.8 µM; in the data active means inhibition above about 28%
PAFAH1B3 FP inh = PAFAH1B3 enzyme inhibitors, primary screen, biochemical, fluorescence polarization, human; Platelet-activating factor acetylhydrolase IB subunit alpha1 (Homo sapiens), Q15102; recombinant PAFAH1B3, FP-rhodamine probe; inhibition, % at 3.39 µM; actives 0.28% (n = 340,000);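 active means inhibition above the screen-wide average of all tested compounds plus 3 SD, cut at about 25% in these data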;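 further: 0% = enzyme with DMSO only and 100% = wells lacking PAFAH1B3 protein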
Target sequence (Q15102 whole entry, looked up): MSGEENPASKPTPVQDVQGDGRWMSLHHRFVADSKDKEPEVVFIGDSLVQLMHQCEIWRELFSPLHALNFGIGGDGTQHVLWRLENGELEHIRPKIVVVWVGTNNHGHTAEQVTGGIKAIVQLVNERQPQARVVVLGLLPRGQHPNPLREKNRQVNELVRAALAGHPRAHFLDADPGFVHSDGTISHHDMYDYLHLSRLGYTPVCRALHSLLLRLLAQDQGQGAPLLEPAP
An asterisk follows results filed as active; / = no result given.

SMILES	PAFAH1B2 FP inh	PAFAH2 inh	PREPL inhibitor	pPAFAH FP inh	LYPLA1 counter	LYPLA2 inh	ZTA DNA inh	EBNA-1 inhibitor	PAFAH1B3 FP inh
Nc1nc(SCC(=O)O)[nH]c(=O)c1NC(=O)c1ccccc1F	0	1	16	-2	1	3	9	-2	6
COc1ccc(N=C(C)C2=C(O)c3ccccc3C2=O)cc1	-6	-1	0	7	3	11	-13	-1	-7
CN1CCCN(C(=O)c2cccc(Cl)c2)CC1	3	1	10	0	0	-7	-6	3	5
Cc1nn2c(=O)cc(CSc3ccccc3NC(=O)c3ccccc3)nc2s1	1	-11	15	2	2	11	-3	11	-7
C=CCOc1ccc(C2NC(=S)NC(C)=C2C(=O)c2ccccc2)cc1OC (configuration not stated)	2	3	1	2	-3	-2	-4	4	1
CCOc1cc(C(=O)Nc2cc(C(=O)OC)ccc2C)ccc1OCC(=O)N1CCOCC1	2	-7	4	2	3	2	17	/	-5
Cc1cc(NC(=O)CSc2nnc(-c3ccccc3)n2Cc2ccco2)no1	1	-9	-6	4	-3	-4	16	10	6
COc1ccc(NC(=O)NC[C@@H]2CC[C@@H](Cc3ccc(-c4ccccc4)cc3)O2)cc1	7	-2	/	7	/	/	/	/	3
COc1cc(C(=O)OCc2cc3ccccc3[nH]c2=O)cc(OC)c1OC	4	-1	8	0	2	2	3	-5	8
Cc1ccc(C)c(OCCn2nnc3ccccc32)c1	5	-5	-5	2	0	-2	3	2	2
Cc1c(O)ccc(/C=N/Nc2ncccc2[N+](=O)[O-])c1O	7	2	5	-1	4	4	-6	-10	9
CC(Oc1ccc(Cl)cc1Cl)C(=O)Nc1ncccn1 (configuration not stated)	-1	-1	-7	1	0	-8	-6	6	3
C/C(=N/NC(=O)c1nnn(-c2nonc2N)c1COc1ccccc1)c1ccc(O)cc1	-8	-7	8	0	-5	-14	-3	-14	-7
COc1ccc(Cc2nnc(SCC(=O)Nc3ccc(C)cc3C)[nH]c2=O)cc1	8	-3	2	-1	4	-4	11	2	-7
COc1cc(C(=O)O)ccc1Cl	1	1	7	0	-1	-1	12	16	12
CCOC(=O)C1CCN(CCC(=O)Nc2cccc(Cl)c2C)CC1	2	9	8	2	-2	0	-2	9	-8
CC(CN(C)Cc1ccccc1)OC(=O)c1cccc(F)c1 (configuration not stated)	3	5	0	0	3	-5	4	-2	11
O=C(/C(C=Nc1cc2c(oc1=O)CCCC2=O)=C(\O)c1ccccc1)c1ccccc1	2	24	12	6	-2	-4	-15	-5	5
CNC(=S)NNc1ccccc1[N+](=O)[O-]	1	-1	4	8	-5	-1	-1	-3	1
Nn1c(SCC(=O)N2CCOCC2)nnc1-c1ccc(Cl)cc1Cl	-8	4	12	-4	1	-2	7	-20	1
Cc1nn(CC(=O)NCCN2CCCCC2C)c(=O)c2cc(-c3ccccc3)nn12 (configuration not stated)	1	0	6	3	3	3	6	12	7
CCC(=O)Nc1ccc(Nc2nc(C)c([N+](=O)[O-])c(Nc3ccc(NC(=O)CC)cc3)n2)cc1	7	2	21	12	0	2	-4	-18	15
COc1ccc(N/C=C/C(=O)C(C)(C)C)cc1	-1	8	-4	-2	-2	-1	-22	-7	-1
CCCCN(c1ccccc1)S(=O)(=O)N(C)C	/	/	12	4	6	3	-10	0	/
COc1ccc([N+](=O)[O-])cc1NC(=O)COC(C)=O	4	3	1	2	2	3	-13	0	9
CC(C)c1cc(N2CCC(=O)NC2=O)cc(C(=O)O)c1O	7	-2	4	-7	-2	8	1	-3	4
Cc1nnc(N2C(=O)C(O)=C(C(=O)c3ccco3)C2c2cccc([N+](=O)[O-])c2)s1 (configuration not stated)	-1	-2	1	0	2	3	-9	12	1
COc1ccc(-c2nc(CN3CCC(C(=O)NCC4CCCO4)CC3)c(C)o2)cc1OC (configuration not stated)	2	-3	1	8	-1	1	-2	3	0
CCOC(=O)c1sc(=NC(=O)COc2ccc(Cl)cc2)n(C)c1C	-4	-9	16	2	0	2	4	3	0
COc1ccc(N(CC(=O)Nc2cccc(C(F)(F)F)c2)S(=O)(=O)c2c(C)[nH]c(=O)[nH]c2=O)cc1	3	1	13	5	-7	-2	-2	-3	5
C=CCn1c(-c2cccnc2Cl)nc2cc(Cl)c(Cl)cc21	-1	-4	-5	1	-7	-11	4	-13	-4
COc1ccc(CNC(=O)[C@H](NC(=O)C2CCN(C(=O)[C@@H](N)CCSC)CC2)C(C)C)cc1	10	5	7	9	4	7	-12	4	6
COc1cccc(-c2nc3sc4c(c3c(=O)[nH]2)CCCCC4)c1	6	-3	-8	1	5	2	-12	-6	7
COc1ccc(CCNS(=O)(=O)c2cn(C)c(=O)n(C)c2=O)cc1OC	3	1	-13	0	0	-1	-10	7	8
O=C(O)C1CCCN(S(=O)(=O)c2ccc(Br)s2)C1 (configuration not stated)	12	5	21	4	1	-5	-12	-18	8
COCCCn1c(=O)c2sccc2n2c(CCCC(=O)NCc3cccc(OC)c3)nnc12	2	4	7	2	-3	-1	2	-3	2

6 entries from above, arranged by molecular weight, largest number first:
SMILES	PAFAH1B2 FP inh	PAFAH2 inh	PREPL inhibitor	pPAFAH FP inh	LYPLA1 counter	LYPLA2 inh	ZTA DNA inh	EBNA-1 inhibitor	PAFAH1B3 FP inh
O=C(/C(C=Nc1cc2c(oc1=O)CCCC2=O)=C(\O)c1ccccc1)c1ccccc1	2	24	12	6	-2	-4	-15	-5	5
Nn1c(SCC(=O)N2CCOCC2)nnc1-c1ccc(Cl)cc1Cl	-8	4	12	-4	1	-2	7	-20	1
COc1ccc(CCNS(=O)(=O)c2cn(C)c(=O)n(C)c2=O)cc1OC	3	1	-13	0	0	-1	-10	7	8
CC(Oc1ccc(Cl)cc1Cl)C(=O)Nc1ncccn1 (configuration not stated)	-1	-1	-7	1	0	-8	-6	6	3
CCCCN(c1ccccc1)S(=O)(=O)N(C)C	/	/	12	4	6	3	-10	0	/
CN1CCCN(C(=O)c2cccc(Cl)c2)CC1	3	1	10	0	0	-7	-6	3	5

(continued)
SMILES	PAFAH1B2 FP inh	PAFAH2 inh	PREPL inhibitor	pPAFAH FP inh	LYPLA1 counter	LYPLA2 inh	ZTA DNA inh	EBNA-1 inhibitor	PAFAH1B3 FP inh
Cc1c(O)c2ccccc2n(-c2ccccc2)c1=O	5	6	-5	4	0	-5	7	-4	4
CCOC(=O)CC(=O)CSc1nc(C)nc2c1oc1ccccc12	2	4	-1	3	1	-3	-2	-15	0
CN(Cc1ccccc1)C(=O)c1cccc(NC(=O)C2CCCN(C(=O)OC(C)(C)C)C2)c1 (configuration not stated)	3	-7	8	4	/	/	/	/	10
COc1ccccc1-c1nc(N)n[nH]1	-2	7	0	-3	0	4	-3	-2	4
Cc1nc(C(C)NC(=O)c2ccc(OC3CCN(Cc4ccccn4)CC3)cc2)c(C)s1 (configuration not stated)	4	-1	11	-1	5	10	-17	-7	6
CCC(C)N(C(=O)c1csnn1)C(C(=O)NC1CCCC1)c1ccccc1F (configuration not stated)	4	5	5	0	1	2	-8	-7	8
CC1CCC/C(=C\Nc2ccc3c(c2)OCO3)C1=O (configuration not stated)	-4	-2	11	17	0	7	-6	2	7
Cc1ccsc1C(=O)NNC(=O)C1CCCCC1C(=O)O (configuration not stated)	4	0	1	3	-4	-4	15	5	1
CCCCn1c(N)c(N(CCOC)C(=O)c2cc(-c3ccc(F)cc3)nc3ccccc23)c(=O)[nH]c1=O	8	3	12	-1	-3	2	3	-5	4
CCc1cccc2c(C(=S)N3CCCC3)c[nH]c12	2	6	8	-3	3	1	0	4	4
O=C(N/N=C/c1ccc(OC(F)F)cc1)C1=COCCO1	-2	-2	10	0	-1	-4	11	-11	12
O=C(NC1CCCCCCC1)c1c(Cl)cccc1Cl	7	-4	1	7	0	-7	1	-4	-6
CC(Oc1ccccc1)C(=O)NC1=NCCS1 (configuration not stated)	2	-3	3	-1	0	0	-6	-4	8
COc1cc2ccccc2cc1C(=O)N(CCN(C)C)c1nc2ccc(Br)cc2s1	-2	0	-19	-3	-4	-3	-12	-7	0
CCN(CC)c1ccc(C=NCCc2ccc(S(N)(=O)=O)cc2)cc1	2	-3	6	2	1	1	-2	6	0
Cn1c(=O)n(CC(=O)OCc2ccccc2)c(=O)c2c1nc1n2CCCN1C1CCCCC1	1	0	0	6	-3	0	-15	6	1
O=C(NC1CC1)c1ccc2snnc2c1	1	5	-1	0	3	3	-4	5	-3
O=C(CSc1ccccc1)NNC(=O)c1ccccc1O	22	17	4	3	2	4	1	-3	8
COc1cc(/C=N/Nc2nc(C)cc(=O)[nH]2)ccc1O	2	4	-3	-3	-1	0	0	-5	2
CCCNC(=S)NC1CC2CCCC(C1)N2CC(C)C (configuration not stated)	4	11	10	-6	0	0	6	-13	4
CCN(C(=O)Cc1ccc(Br)cc1)C1CCCCC1	14	-3	7	4	-3	0	0	7	5
COC(=O)c1c(C)[nH]c(/C=N/Nc2ccccc2)c1C	6	-3	6	9	2	7	-8	0	2
CN(C)c1nc(N)nc(CSc2nnnn2-c2cccc3ccccc23)n1	1	-4	14	3	1	-8	6	-13	1
CNc1nc(Nc2ccc([N+](=O)[O-])cc2)nc(OCC(F)(F)F)n1	-12	-28	-8	1	1	-1	8	7	-16
CC(=O)c1nnn(-c2c(F)cccc2F)c1C	5	5	3	6	2	0	1	-6	3
O=C(CNC(=O)c1cccs1)NCC(=O)OCC(=O)c1ccccc1	2	7	6	3	1	8	-23	-9	-2
COC(=O)c1ccc(S(=O)(=O)N(Cc2ccccc2)Cc2ccccc2)n1C	10	-3	-11	4	3	3	-2	-3	6
O=C(CN(Cc1ccc(F)cc1)S(=O)(=O)c1ccccc1)N1CCCCC1	3	3	8	9	5	11	-8	-6	-1
Cc1ccc(C(O)CN2C3=NCCCN3c3ccccc32)cc1 (configuration not stated)	3	-2	0	-3	-3	-6	1	-7	10
Cn1c(CCNC(=O)c2ccccc2Cl)n[nH]c1=S	0	1	-5	1	1	9	0	3	3
C=CCNC(=S)N1CCC(C(N)=O)CC1	2	1	6	-3	-6	-11	8	-10	6
Cc1ccc(C(=O)NC(C)(COc2nonc2C)COc2nonc2C)cc1	-3	3	-3	2	-3	1	-9	1	7
Oc1ccc(CNc2ccccc2F)c2cccnc12	6	1	1	0	-2	-2	8	-5	12
CCOc1cccc(-c2c(C(=O)N/N=C/c3ccco3)nnn2-c2nonc2N)c1	-1	-1	1	2	-3	-4	13	7	-1
COc1cccc(NC(=S)N2CCCC2)c1	0	-5	-4	0	3	2	-15	-2	7
COc1ccc(-n2c3c(cc(C(=O)NC4CCSC4=O)c2=O)C(=O)CC(C)(C)C3)cc1 (configuration not stated)	1	3	1	3	1	3	-6	-7	2
COc1ccc(N2C(=O)CCC(C(=O)N(C)CCc3ccccn3)C2c2ccc(OC)c(OC)c2)cc1 (configuration not stated)	1	-4	20	1	0	-6	-1	-2	11
COc1cc(NC2c3ncccc3C(=O)N2Cc2ccco2)cc(OC)c1OC (configuration not stated)	1	4	2	6	0	-1	-9	-8	2
CCOC(=O)c1c(C)[nH]c(C(=O)Cn2nnc(-c3ccc(Cl)cc3)n2)c1C	2	5	14	1	-1	8	-7	-10	1
COC(=O)c1ccc(C(=O)OC)c(NC(=O)CCc2ccc(C)o2)c1	2	-10	-8	0	-1	-1	3	10	2

Compound activity as filed in PubChem.

An excerpt, so the mix of outcomes need not match the whole.
